CHRM4 antagonist = CHRM4 antagonism in calcium assay; P08173; CHO-hM4 cells, ACh EC80, Fluo-8 calcium fluorescence; inhibition, % at 3 µM; 360,000 tested, 0.73% active; AID 624125;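 active = inhibition above its plate's cutoff, the mean inhibition of sample wells plus 3 SD, cut at about 27% in these data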;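 note: 0% = acetylcholine EC80 with DMSO and 100% = DMSO without agonist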
CHRM1 antagonist = human CHRM1 antagonism; P11229; CHO-K1 hM1, Fluo-8 calcium fluorescence, ACh EC80 antagonist; inhibition, % at 3 µM; 360,000 tested, 1.3% active;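 active = percent inhibition above its own plate's cutoff, namely the mean of that plate's compound wells plus 3 SD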;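 note: peak over basal fluorescence ratio during 140 s after agonist addition; 0% = ACh EC80 plus DMSO and 100% = DMSO alone without agonist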
Target sequence (P11229 whole entry, looked up): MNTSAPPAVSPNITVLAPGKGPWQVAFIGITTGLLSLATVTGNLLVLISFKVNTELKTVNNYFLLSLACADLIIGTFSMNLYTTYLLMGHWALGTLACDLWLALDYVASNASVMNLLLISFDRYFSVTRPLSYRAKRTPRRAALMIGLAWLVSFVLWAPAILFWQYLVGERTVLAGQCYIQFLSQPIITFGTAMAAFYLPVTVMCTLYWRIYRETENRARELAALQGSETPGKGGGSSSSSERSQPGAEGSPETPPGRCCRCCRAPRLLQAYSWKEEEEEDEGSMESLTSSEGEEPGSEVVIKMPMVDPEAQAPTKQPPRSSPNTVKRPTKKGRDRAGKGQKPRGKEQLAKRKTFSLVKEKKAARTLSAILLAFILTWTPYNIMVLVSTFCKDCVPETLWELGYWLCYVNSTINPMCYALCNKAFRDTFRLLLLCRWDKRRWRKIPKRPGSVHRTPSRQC
M1 PAM = positive allosteric modulators of human M1 muscarinic receptor. activation, % at 3 µM. P11229. CHO-K1 hM1, Fluo-8 calcium fluorescence, ACh EC20; 0% = ACh EC20, 100% = maximal ACh. AID 588819. 360,000 tested, 0.088% active; in the data active = activation above about 19%, passing the limit was not always enough
M1 ag = human M1 muscarinic receptor agonism; P11229; CHO-K1 hM1, Fluo-8 calcium fluorescence, agonist mode; 0% DMSO, 100% acetylcholine EC100; activation, % at 3 µM; 360,000 tested, 0.33% active;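 active = activation above the run's mean compound activation plus 3 SD, cut at about 16% in these data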;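 note: peak over basal fluorescence ratio within a 140 s kinetic read after compound addition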
M4 ag = CHRM4 agonism in calcium assay; P08173; CHO-K1 hM4/Gqi5, Fluo-8 calcium fluorescence; vehicle 0%, full acetylcholine response 100%; activation, % at 3 µM; 360,000 tested, 0.14% active;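 active = activation above the run mean over all test wells plus 3 SD, cut at about 32% in these data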;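 note: peak over basal fluorescence ratio per well then scaled between controls; 0% = DMSO wells and 100% = acetylcholine at EC100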
CHO-K1 Ca ag = counter-screen for M1 agonists: effect in parental CHO-K1 cells | Fluo-8 calcium fluorescence; scaled to maximal ATP response, vehicle zero | activation, % at 3 µM | 360,000 tested, 0.48% active | AID 602248; in the data active = activation above about 15%;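 note: untransfected CHO-K1 host cells lacking M1 receptor as counterscreen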
CHO parental Ca = signal in parental CHO cells, OX1R antagonist counter-screen; inhibition, % at 5.6 µM; 330,000 tested, 0.63% active; parental CHO-K1, ATP-induced calcium, Fluo-8 fluorescence;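 active = inhibition above that plate's mean sample inhibition plus 3 SD, cut at about 26% in these data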;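 note: 0% = ATP-challenged DMSO wells and 100% = DMSO wells without ATP; some compounds past the cut are filed as inactive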
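Measured by: calcium-sensitive Fluo-8 fluorescence / Test system: CHO parental line / Controls: ATP-challenged DMSO wells low, unchallenged DMSO wells high / Measure: % inhibition / Compound: single nominal dose of 5.6 µM per compound / Replicates: single well per compound, no replicates / Reagent: ATP as calcium-mobilizing challenge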
CHO-K1 Ca antag = M1 antagonist counterscreen hit in parental CHO-K1 cells. 360,000 tested, 0.6% active. ATP-induced calcium, Fluo-8 fluorescence. AID 602250. inhibition, % at 3 µM;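 active = inhibition above a per-plate cutoff, the plate's mean sample inhibition plus 3 SD, cut at about 24% in these data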;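 note: 0% = DMSO plus EC80 ATP and 100% = DMSO alone without ATP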
OXTR potentiator = potentiators of human oxytocin receptor; 320,000 tested, 0.061% active; P30559; AID 2445; activation, % at 3 µM; CHO-OTR cells, Fluo-8 calcium fluorescence, potentiator mode; 0% = oxytocin EC15, 100% = EC100;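 active = activation above that plate's cutoff, the mean activation of tested compounds plus 3 SD, cut at about 6.6% in these data, passing the limit was not always enough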;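 note: 100% uses oxytocin at 75 nM as the full agonist control; some results filed as inactive read as strong as hits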
Target sequence (P30559 whole entry, looked up): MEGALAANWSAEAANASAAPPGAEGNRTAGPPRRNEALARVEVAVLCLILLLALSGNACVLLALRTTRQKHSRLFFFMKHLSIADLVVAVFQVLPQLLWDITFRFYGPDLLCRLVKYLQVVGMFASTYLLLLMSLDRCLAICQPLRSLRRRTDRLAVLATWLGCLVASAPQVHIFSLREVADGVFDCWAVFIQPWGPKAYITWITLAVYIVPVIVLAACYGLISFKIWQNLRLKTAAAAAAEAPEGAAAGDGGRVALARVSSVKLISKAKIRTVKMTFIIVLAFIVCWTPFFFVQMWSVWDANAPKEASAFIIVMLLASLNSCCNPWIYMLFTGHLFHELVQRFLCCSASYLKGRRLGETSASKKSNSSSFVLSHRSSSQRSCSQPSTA
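Replication – single well per compound, singlicate · Assay system – CHO cell line stably expressing human OTR · Timing – 6 min pre-incubation, 100 s read · Measure – normalized max/min fluorescence ratio, % activation · Doses – 3.0 µM, one dose · Detection – Fluo-8 calcium dye fluorescence · Probe or stimulus – oxytocin near EC15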
* marks the source's active call; other numbers are inactive results; / = no result given. No enrichment for hits. About 2.9% of those tested had a hit in this group.

SMILES	CHRM4 antagonist	CHRM1 antagonist	M1 PAM	M1 ag	M4 ag	CHO-K1 Ca ag	CHO parental Ca	CHO-K1 Ca antag	OXTR potentiator
CCCCc1nc(SCC(=O)N2CCCC2)c2c(=O)n(C)c(=O)n(C)c2n1	-4	-10	8	-5	2	0.2	-29	-4	-9
CC(C)c1nnc(N2C(=O)C(O)=C(C(=O)c3cccs3)C2c2ccccc2)s1 (stereo unspecified)	1	10	-8	8	6	8.6	/	11	/
O=C(OCn1nnc2ccccc2c1=O)C1CCN(S(=O)(=O)c2cccs2)CC1	-10	-10	9	-2	7	2.1	-1	-1	-11
CC1=CC2=NC(=O)/C(=C\c3cc(C)n(-c4ccccc4F)c3C)C(=N)N2O1	8	-14	4	-5	0	0.5	-15	4	-12
COc1cc(NS(=O)(=O)c2ccc(NC(=O)Cc3ccccc3)cc2)nc(OC)n1	-6	7	-6	-3	1	0.2	-9	-9	6
CCOC(=O)C1(C(C)(C)CC)CC(CSc2nc3ccccc3[nH]2)OC1=O (stereo unspecified)	-3	19	-5	0	8	3.7	3	-8	-18
CCOC(=O)CNC(=O)C(CC(C)C)NC(=O)C1CCCCC1 (stereo unspecified)	-5	-11	8	-1	0	0.2	-8	-13	-15
Cc1cccc(NC(=O)c2ccc(S(=O)(=O)N3CCOCC3)cc2)c1C	1	-1	7	-4	0	2.4	5	-15	-5
O=C(COc1ccccc1/C=C\c1nc(O)c([N+](=O)[O-])c(=O)[nH]1)Nc1ccccc1	-9	-11	7	-4	2	0.3	/	-8	/
CCOc1ccc(N2CC(C(=O)Nc3cc(S(=O)(=O)N4CCCCC4)ccc3C)CC2=O)cc1 (stereo unspecified)	4	2	5	-4	0	-0.4	-15	9	-4
O=C(CCl)Nc1cn(-c2ccccc2)nc1-c1ccccc1	-4	-5	7	-3	1	0.3	-10	-14	-1
CCC(=O)N1N=C(c2cccc(NS(C)(=O)=O)c2)CC1c1cccs1 (stereo unspecified)	9	-1	-5	-1	0	0.4	-3	-5	-4
CCNc1nc(NCC)nc(SCCOC(=O)c2ccccc2)n1	-5	11	-4	-4	8	1.4	-16	-10	-11
Cc1cccc(C)c1NC(=O)[C@@]1(CC(=O)O)CC(/C=C/c2ccccc2)=NO1	-23	-21	10	-3	3	0.1	/	-11	/
CC(=NNC(=O)c1cccs1)c1ccc2c(c1)OCCO2	5	0	7	-6	-1	-0.5	0	-5	0
CCCNC(=O)C1(CC2CC(c3ccccc3)=NO2)CCN(C(=O)Cc2ccc(F)cc2)CC1 (stereo unspecified)	-4	0	-2	-5	7	2.1	-18	-10	3
O=[N+]([O-])c1cccc(/C=N/n2c(-c3cccnc3)n[nH]c2=S)c1	12	-1	-2	-6	8	3.5	-3	1	-1
Cc1cc(C)n(-c2ccc(NC(=O)C3CCCCN3C(=O)c3cccs3)cc2)n1 (stereo unspecified)	-3	-8	5	0	7	2.4	-14	-1	-2
CCc1nc(N2CCN(CC(=O)NCC3CCCO3)CC2)c(C#N)c2c1COC(C)(C)C2 (stereo unspecified)	-2	-8	3	-2	2	0.5	-7	2	-3
CCC(C)[C@H](NC(=O)C1CC(=O)N(c2ccc(OC)cc2)C1)C(=O)N1CCCCC1 (stereo partly specified)	3	-9	11	-3	1	2.2	-10	-24	1
COc1ccc(-c2nn(-c3ccccc3)cc2C(=O)N(C)CC(=O)Nc2cccc(F)c2)cc1	0	-1	1	-4	5	0.3	-7	-8	-2
Cn1nc(C(C)(C)C)c([N+](=O)[O-])c1C(=O)NC1CCCCC1	0	-14	17	1	1	0.2	4	-12	-5
COc1ccc(NS(=O)(=O)c2ccc(OC)c(NC(=O)CCC3CCCC3)c2)cc1	-4	3	0	-4	0	0.4	-5	11	-2
CCCCc1cc(=O)oc2c(C)c(OCC(=O)N3C[C@H]4C[C@@H](C3)c3cccc(=O)n3C4)ccc12	2	-14	2	-12	0	-0.5	-20	-2	1
CNc1nc(-c2ccccc2)[n+](-c2ccc(C)cc2)s1	-2	-1	-1	-3	6	2.6	-15	-10	-1
O=C(/C=C/c1cccc([N+](=O)[O-])c1)N1CCOCC1	1	1	-2	-7	1	-0.2	-12	13	-2
CCCCCCNC(=O)CCNS(=O)(=O)c1ccc(C)cc1	5	-16	11	-2	0	-0.8	-15	-18	-1
Cc1cc2nc3n(c2cc1C)CC1CC(C(=O)NCc2ccco2)N(C)C31 (stereo unspecified)	-2	2	2	-10	2	0.9	-7	-11	1
COC(=O)c1ccc(N2CCN(C)CC2)c(NC(=O)c2ccc(Br)o2)c1	-4	-8	4	-4	4	1.8	-21	3	3
CC(C)c1nc2cc(C(=O)NC(C)c3cnn(C)c3)ccc2o1 (stereo unspecified)	0	-14	16	-2	0	0.9	-12	-7	-2
O=C(COC(=O)C1CC2CCCC(C1)C2=O)c1cccc(Br)c1 (stereo unspecified)	3	5	-6	-5	7	3.4	-12	-1	-2
C=CCN1CN=C(NS(=O)(=O)c2ccc(NC(C)=O)cc2)NC1	-5	-6	6	-4	2	0.4	-7	-8	4
CCN(CC)C(=O)[C@H]1C[C@H](CC(=O)NCc2cccc(C(F)(F)F)c2)C(=O)N2CCc3c([nH]c4cc(CCC(=O)N(C)C)ccc34)[C@]12C	6	-7	4	-9	0	0.1	-20	-10	/
CC(C)Cn1c(-c2csc3c2CCCC3)n[nH]c1=S	30*	44*	-34	-15	-2	-0.3	-12	15	0
COc1ccc(COC(=O)C2CC(=O)N(Cc3ccc(C)cc3)C2)cc1 (stereo unspecified)	-15	-30	19	2	2	0.3	-11	-7	-8
CC(C)NC(=O)CCc1nnc(Cc2cccc(C(F)(F)F)c2)o1	-4	-6	6	-7	1	0.0	4	-3	-1

Whole records as entered above. Order of values: CHRM4 antagonist	CHRM1 antagonist	M1 PAM	M1 ag	M4 ag	CHO-K1 Ca ag	CHO parental Ca	CHO-K1 Ca antag	OXTR potentiator
`CC(C)NC(=O)CCc1nnc(Cc2cccc(C(F)(F)F)c2)o1` is entered as -4	-6	6	-7	1	0.0	4	-3	-1
`CNc1nc(-c2ccccc2)[n+](-c2ccc(C)cc2)s1` is entered as -2	-1	-1	-3	6	2.6	-15	-10	-1
`CC(C)Cn1c(-c2csc3c2CCCC3)n[nH]c1=S` is entered as 30*	44*	-34	-15	-2	-0.3	-12	15	0
`CCCCCCNC(=O)CCNS(=O)(=O)c1ccc(C)cc1` is entered as 5	-16	11	-2	0	-0.8	-15	-18	-1

Following part:
SMILES	CHRM4 antagonist	CHRM1 antagonist	M1 PAM	M1 ag	M4 ag	CHO-K1 Ca ag	CHO parental Ca	CHO-K1 Ca antag	OXTR potentiator
O=C(NCc1ccco1)c1cc2sccc2n1Cc1ccc(F)cc1	-6	4	-2	-5	-2	-0.2	-8	-9	-4
COc1ccc(Cl)cc1NC(=O)CN1CCN(S(=O)(=O)N2CCCCC2)CC1	-4	-10	5	-2	2	1.9	9	-11	-9
COc1ccccc1C(=O)Oc1cc(N)n(S(=O)(=O)c2ccccc2)n1	-2	-12	10	-8	1	-0.1	-17	10	-12
CC(C)[C@@H](C(=O)NCC1CCC(C(=O)O)CC1)n1nnc2ccccc2c1=O (stereo partly specified)	-3	-1	2	-3	0	0.1	-5	-1	-4
O=C(O)C1C2C=CC(O2)C1C(=O)Nc1cccc(C(F)(F)F)c1 (stereo unspecified)	3	-16	5	0	0	0.2	-5	1	2
Cc1nn(C(=O)N2CCOCC2)c(C)c1CN1C(=O)c2ccccc2C1=O	9	-3	6	-4	2	0.4	-3	-11	-10
CCNS(=O)(=O)c1ccc(NC(=O)CC(C)c2ccccc2)cc1 (stereo unspecified)	-2	3	4	-2	2	0.3	-3	13	-2
CCCNC(=O)N1CCN(S(=O)(=O)c2ccc(C)cc2)CC1	-3	-5	9	-3	1	0.6	-10	1	-12
COc1ccc(NC(=O)C(Cc2ccccc2)NC(=O)c2ccco2)cc1OC (stereo unspecified)	-7	2	5	-5	2	1.1	-10	-12	0
CCOC(=O)CC1C(=O)NCCN1C(=O)c1ccc(Cl)cc1Cl (stereo unspecified)	6	13	-10	-6	2	0.9	-7	9	-12
O=C(N/N=C\c1cccc(OC(=O)c2ccco2)c1)c1ccc2c(c1)OCO2	-4	-7	4	-1	3	1.0	-33	-2	-8
Cc1cc(C)n(-c2ccc(C(=O)O)cc2)n1	-7	-15	10	-7	1	0.7	-4	-16	-8
CCCCCCCCCCCCS[C@H]1CS(=O)(=O)C[C@@H]1O	-14	-7	3	-4	3	0.9	-9	-9	-5
O=C(c1ccc(C(F)(F)F)cc1)N1CCCCC1	1	5	-1	-3	0	0.2	4	-8	-1
Cc1cc(NC(=O)c2cccs2)n(-c2ccccc2)n1	1	-2	6	-3	1	0.3	2	-4	-1
CCOC(=O)CSc1nnc(NC(=O)c2cccc([N+](=O)[O-])c2C)s1	4	-9	7	-4	1	0.7	-12	-10	-1
C[C@H]1CN([C@@H](C)CO)S(=O)(=O)c2ccc(C#Cc3ccccn3)cc2O[C@@H]1CN(C)C(=O)C1CC1	-3	-13	7	-6	1	0.6	/	-11	/
O=C1NC[C@@H](Cc2cccc3ccccc23)N(CCCCC2CCCCC2)C1=O	-1	-14	10	-3	-1	0.3	-21	-19	-4
CSCC[C@H](NC(=O)Nc1cccc(Br)c1)C(=O)O	2	-3	13	0	0	0.3	-2	-15	-4
Cc1ccc(NC(=O)C2CCN(S(=O)(=O)c3c(C)[nH]c(=O)[nH]c3=O)CC2)cc1	0	-1	6	-6	0	0.1	-4	-5	-1
Cc1ccc(C(=O)NC(=S)Nc2ccccc2C(F)(F)F)c(C)c1	6	-2	4	-3	0	0.7	-16	-5	-7
COc1ccc(-n2c(SCC(=O)NCC3CCCO3)nc3c(c2=O)SC(C)C3)cc1 (stereo unspecified)	-4	-13	22	2	1	-0.1	-21	10	-7
COc1ccc(C(=O)Nc2cc(OC)cc(OC)c2)cc1	1	-5	1	-7	0	-0.4	-22	-8	-2
c1ccc(-c2cc3c(nn2)CCc2nonc2-3)cc1	-12	-35	12	-4	2	0.3	2	-9	1
O=C(Nc1cccc(Br)c1)c1ccccc1-c1ccccc1	-10	-2	0	-9	-3	0.1	-22	-10	0
CCOc1ccc(NC(=O)c2ccccc2NC(=O)CN(C)CC(=O)Nc2ccc(C)cc2)cc1	9	-3	8	-2	0	0.2	-40	4	-8
CC12CCC(C(=O)N(NC(=O)c3cccnc3)C1=O)C2(C)C (stereo unspecified)	3	2	0	-5	0	-0.3	-8	6	-8
Cc1ccc(/C=N/NC(=O)c2ccncc2)s1	9	3	-1	-4	0	-0.3	-7	18	9
O=C(O)c1[nH]c2ccccc2c1C(c1ccccc1)c1c(C(=O)O)[nH]c2ccccc12	18	-4	4	-8	-1	-0.4	-10	7	-14
O=S(=O)(Nc1ccc(-n2cnnn2)cc1)c1ccc(Cl)s1	-7	-16	4	3	3	1.5	9	-17	-10
O=C(COC(=O)/C=C/c1cccc(F)c1)Nc1ccc(Cl)cn1	5	-3	3	-5	0	0.4	-6	-15	1
Cc1ccc2oc(=O)c3cnn(CC(=O)Nc4ccccc4N4CCN(C)CC4)c3c2c1	-8	7	-8	-13	0	0.8	1	-13	4
